Bioassay records from PubChem BioAssay.
AddAB inh: growth inhibition of E. coli expressing H. pylori AddAB, primary screen, AddAB inhibitor project, absorbance | inhibition, % at 11.9 µM | hit rate 0.29% among 330,000; in the data active = inhibition above about 12%;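 also: 0% = vehicle wells of infected cells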
OPRM1-OPRD1 inv: inverse agonists of MOR-DOR heterodimerization, primary screen, cell-based, luminescence; Mu-type opioid receptor (Homo sapiens) + Delta-type opioid receptor (Homo sapiens), …; cell-based MOR-DOR heterodimer luminescence, inverse agonism; inhibition, % at 9.3 µM; hit rate 0.21% among 340,000; in the data active = inhibition above about 22%, passing the limit was not always enough;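 also: 0% = cells with DMSO and 100% = wells without cells with DMSO; values of inactives mirror those of a sister screen read the other way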
Pemphigus Ab inh: inhibitors of pemphigus antibody binding to DSG3, primary screen, biochemical, bead-based, flow cytometry, scFv-GFP; hit rate 0.48% among 310,000; binding (percent of control), % at 10 µM; AID 588358, 2011; Desmoglein-3 (Homo sapiens), P32926; DSG3-coupled beads, scFv-anti-DSG3-GFP binding; stronger effect = lower value;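 active = binding more than 3 SD below its plate's average and above zero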; also: some compounds called inactive have numbers as strong as hits
Target sequence (P32926 whole entry, looked up): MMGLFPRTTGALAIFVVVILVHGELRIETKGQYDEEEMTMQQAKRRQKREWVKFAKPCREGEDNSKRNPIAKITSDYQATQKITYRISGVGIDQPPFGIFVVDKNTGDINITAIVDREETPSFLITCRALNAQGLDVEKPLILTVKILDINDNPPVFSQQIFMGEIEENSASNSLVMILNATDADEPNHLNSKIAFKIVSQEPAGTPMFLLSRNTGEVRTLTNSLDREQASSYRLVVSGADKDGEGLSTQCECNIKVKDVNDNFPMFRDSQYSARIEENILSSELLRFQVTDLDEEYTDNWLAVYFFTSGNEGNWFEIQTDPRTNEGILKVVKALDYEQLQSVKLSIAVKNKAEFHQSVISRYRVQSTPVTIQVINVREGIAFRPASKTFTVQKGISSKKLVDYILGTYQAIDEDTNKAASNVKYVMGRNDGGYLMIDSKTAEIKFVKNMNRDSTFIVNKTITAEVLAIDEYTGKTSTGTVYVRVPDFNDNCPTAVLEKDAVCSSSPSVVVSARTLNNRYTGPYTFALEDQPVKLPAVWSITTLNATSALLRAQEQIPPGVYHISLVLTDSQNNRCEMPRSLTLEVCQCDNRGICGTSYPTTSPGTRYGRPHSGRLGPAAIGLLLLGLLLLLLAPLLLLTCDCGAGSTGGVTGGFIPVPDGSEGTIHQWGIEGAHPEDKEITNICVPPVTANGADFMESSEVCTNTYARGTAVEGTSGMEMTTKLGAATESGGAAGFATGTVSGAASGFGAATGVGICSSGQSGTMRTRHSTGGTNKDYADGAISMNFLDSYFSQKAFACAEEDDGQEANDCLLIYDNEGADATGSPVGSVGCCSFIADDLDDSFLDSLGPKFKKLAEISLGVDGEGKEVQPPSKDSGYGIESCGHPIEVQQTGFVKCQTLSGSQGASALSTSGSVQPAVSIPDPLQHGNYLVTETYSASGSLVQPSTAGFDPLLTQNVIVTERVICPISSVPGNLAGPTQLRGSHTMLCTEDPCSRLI
phage Ecoli inh: growth loss of phage-infected E. coli, primary screen, RecBCD inhibitor project, absorbance, with phage, HTS; inhibition, % at 11.9 µM; hit rate 0.26% among 360,000; AID 651602, 2012; in the data active = inhibition above about 11%
MOR-DOR ag: agonists of OPRM1-OPRD1 heterodimerization, primary screen, cell-based, luminescence; Mu-type opioid receptor (Homo sapiens) + Delta-type opioid receptor (Homo sapiens), …; hit rate 0.3% among 340,000; cells; activation, % at 9.3 µM; in the data active = activation above about 18%;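 also: 0% = vehicle-treated cells and 100% = reference agonist; values of inactives mirror those of a sister screen read the other way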
PKA-R1A activ: activators of PKA-R1A holoenzyme, primary screen, biochemical, fluorescence polarization, Cy5-IP20, bovine R1A, mouse PKAc; cAMP-dependent protein kinase type I-alpha regulatory subunit (Bos taurus) + …; PKA-R1A dissociation; scaled: DMSO 0%, 113 µM cGMP 100%; activation, % at 11.4 µM; hit rate 0.083% among 340,000; AID 504707, 2011;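 active = percent activation above the mean of all tested compounds plus 3 SD, cut at about 19% in these data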;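 also: higher means more PKAc released from R1A so a rise in polarization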
Mot1-301 SUMO: yeast Mot1-301 growth rescue at high temperature, primary screen, SUMOylation pathway inhibitor project, S. cerevisiae, ATP luminescence, 38.5C; S. cerevisiae Mot1-301 growth rescue; percent above DMSO median, 100 means doubled; growth rescue, % at 18.8 µM; hit rate 1% among 320,000;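 active = every valid replicate shows activation above 250% relative to neutral control wells; inactive = the rest, any valid replicate at or below 250%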;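 also: OY570 slx delta 5 strain wells were the positive control but not used for scaling; some compounds called inactive have numbers as strong as hits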
PfHsp90 yeast 2: growth inhibition of PfHsp90-expressing yeast, primary screen, antimalarial PfHsp90 inhibitor project, S. cerevisiae, BacTiter-Glo luminescence, single point, set 2; hit rate 0.32% among 310,000; inhibition, % at 9.4 µM; BacTiter-Glo ATP, 48 h; yeast lacking PDR1 and PDR3 efflux regulators;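 active = every replicate shows inhibition above about 80%, whatever the replicate mean, limit read from the data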;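 also: 0% = DMSO neutral controls and 100% = 20 µM radicicol positive controls; yeast relying on Plasmodium falciparum Hsp90 in place of its own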
HTR5A ag ctr: HTR5A agonists in luminescence cell assay, primary screen, counter-screen for OPRM1-OPRD1 heterodimer agonist project, full-deck HTS; 5-hydroxytryptamine receptor 5A (Homo sapiens), P47898; cell-based; activation, % at 9.3 µM; hit rate 0.61% among 340,000; AID 504692, 2011; in the data active = activation mostly above about 9.5%, no sharp cut-off; inactive = mostly below about 7.6%;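 also: 0% = cells with vehicle only and 100% = reference agonist; strong numbers were not always called active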
HTR5A inv ctr: HTR5A inverse agonists in luminescence cell assay, primary screen, counter-screen for OPRM1-OPRD1 heterodimer inverse agonist project, full-deck HTS | HTR5A cell line, inverse agonism | inhibition, % at 9.3 µM | hit rate 0.083% among 340,000 | AID 504634, 2011; in the data active = inhibition mostly above about 23%, no sharp cut-off; inactive = mostly below about 18%;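 also: 0% = cells with DMSO and 100% = no-cell wells with DMSO; some compounds called inactive have numbers as strong as hits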
E coli growth: E. coli V3065 growth inhibition, primary screen, counter-screen for AddAB inhibitor project, absorbance, OD600; 18 h; inhibition, % at 11.9 µM; hit rate 0.27% among 330,000; AID 449728, 2010;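 active = inhibition above the campaign's mean inhibition across all tested compounds plus 3 SD, cut at about 9.9% in these data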;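 also: uninfected addAB+ strain grown without phage in ampicillin broth; 0% = DMSO wells and 100% = ciprofloxacin 0.95 µg/ml wells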
* marks the source's active call; other numbers are inactive results; . = no result given.

The line under a structure holds: AddAB inh	OPRM1-OPRD1 inv	Pemphigus Ab inh	phage Ecoli inh	MOR-DOR ag	PKA-R1A activ	Mot1-301 SUMO	PfHsp90 yeast 2	HTR5A ag ctr	HTR5A inv ctr	E coli growth
> Cc1ccc(-c2csc3ncnc(SCC(=O)O)c23)cc1
→ 0.3	10	99	-1.1	-2.0	2	-5	-9	5	-14	2.8
> CCN(c1ccccc1)S(=O)(=O)c1ccc(Cl)c(NC(=O)Nc2ccc(Cl)cc2C#N)c1
→ 3.2	-12	95	3.6	2.7	0	-3	-8	7	-10	-0.2
> Cn1cnc2cc(NCc3cccs3)ccc21
→ -1.1	15	116	-1.2	-3.1	3	13	.	-1	2	-0.2
> COc1cc(S(=O)(=O)Nc2cccc(C(=O)O)c2)c(OC)cc1Cl
→ 0.2	2	.	3.7	-0.4	3	9	14	2	-1	-2.5
> COc1ccc2c(c1)c(CC(=O)Nc1cccc(S(N)(=O)=O)c1)c(C)n2C(=O)c1ccc(Cl)cc1
→ -0.1	3	85	-2.8	-0.6	-13	-9	13	2	8	-0.2
> C[C@H](CO)N1C[C@H](C)[C@@H](CN(C)S(=O)(=O)c2cccs2)Oc2c(NC(=O)NC3CCCCC3)cccc2C1=O
→ 3.6	12	102	3.5	-2.2	1	-10	-9	-4	-6	0.4
> COc1cc(Br)c(CN2CCCN(C)CC2)cc1OC
→ 3.9	17	118	-0.4	-3.5	5	17	1	-3	9	0.9
> NC1=NC(c2ccc(F)cc2)n2c(nc3ccccc32)N1 (stereo not given)
→ 2.2	10	95	0.3	-1.9	0	6	4	10	-19	-0.1
> COc1ccc(C2CC(=O)C3=C(C2)Nc2ncnn2C3c2ccccc2C)c(OC)c1 (stereo not given)
→ 0.9	27	.	0.3	-5.4	-16	9	-84	-1	2	1.2
> CC(C)(C)NS(=O)(=O)c1ccc(NC(=O)CS(=O)(=O)Cc2ccccc2)cc1
→ -0.1	4	109	1.5	-0.7	-7	-7	-8	6	12	-1.4
> Cc1ccnc(NC(c2ccsc2)c2ccc3ccc(C)nc3c2O)c1 (stereo not given)
→ 1.9	-15	98	-3.3	2.7	-11	-14	12	1	-3	-3.1
> CCn1c(SCC(=O)NC2CC2)nnc1-c1ccc(F)cc1
→ 2.0	5	.	0.3	-1.1	1	20	1	6	-24	2.2
> Cc1cc(Oc2ccc(-c3ccccc3)cc2)nc(N2CCOCC2)n1
→ -1.6	-10	.	0.8	1.7	-8	3	5	3	-9	1.9
> O=C(Nc1ccc([N+](=O)[O-])cc1)NN1CCCCCC1
→ .	0	96	5.7	0.1	4	.	.	-1	5	.
> O=C(O)CCCCCCCCCC(=O)c1cccs1
→ 0.8	13	112	1.6	-2.3	-6	-5	-2	5	-3	0.5
> CSc1cccc(CN2CCC(CO)(Cc3ccccc3)CC2)c1
→ 0.5	7	110	5.0	-1.4	-4	459*	13	0	-4	-1.2
> Cc1cc2ccccc2n1CCNC(=O)Cc1ccccc1
→ -1.2	7	95	-0.2	-1.3	12	16	-7	12	15	-0.9
> COc1ccc(OC)c(NC(=O)C2CCCN(S(=O)(=O)c3cccc4nonc34)C2)c1 (stereo not given)
→ 0.9	17	104	3.4	-2.9	-5	-1	5	1	1	-1.1
> Cc1ccc(C#N)c(SCCN2CCCCC2)n1
→ .	18	103	1.5	-3.7	-13	-4	13	1	-5	.
> O=C1ON=C(c2ccccc2)/C1=C/c1ccco1
→ 1.5	1	116	1.7	-0.3	0	-28	.	-2	4	0.6
> CCn1c(=O)n(CC)c2cc(NC(=O)c3ccccc3Cl)ccc21
→ 3.2	7	114	1.6	-1.4	1	406*	3	6	-15	0.9
> COc1ccccc1N1CCN(C2CC(=O)N(c3ccccc3)C2=O)CC1 (stereo not given)
→ 3.8	5	113	1.3	-1.0	3	131	1	3	-39	0.2
> Cc1nc2nc(SCC(=O)NCCN3CCOCC3)nn2c(C)c1Cc1ccccc1
→ 0.2	11	.	3.6	-1.9	-3	-17	.	-3	9	-2.3
> CCC(C)NC(=O)c1ccccc1NC(=O)/C(=C/c1ccc(OC)cc1)c1ccccc1 (stereo not given)
→ 1.3	13	112	1.7	-2.4	4	-3	-14	-2	6	1.1
> Cc1cc(C)nc(SCC(=O)Nc2ccc(Br)cn2)n1
→ 4.3	7	.	2.3	-1.6	-4	3	1	2	13	1.0
> NC(=O)CSc1nnc(NC(=O)c2ccc3ccccc3c2)s1
→ 3.9	14	99	2.1	-2.1	-2	17	2	7	-14	1.0
> Cc1nnc(SCC(=O)N2CCN(c3ccccc3)CC2)n1-c1ccccc1
→ -1.1	6	75	3.6	-1.2	-6	-3	14	-3	8	0.8
> COC(=O)c1ccc(NC(=S)NCCc2ccc(OC)cc2)cc1
→ 5.3	0	99	4.0	0.0	-6	5	-12	1	-4	4.1
> O=C(COC(=O)/C=C/c1ccc([N+](=O)[O-])cc1)Nc1ccc2[nH]c(=O)[nH]c2c1
→ .	3	95	0.2	-0.5	1	.	.	-4	10	.
> CCN(CC)CCN(C(=O)c1cc2ccccc2cc1OC)c1nc2ccc(OC)cc2s1
→ 2.0	-58	108	3.8	11	3	-26	4	3	-13	0.2

Following part:
The line under a structure holds: AddAB inh	OPRM1-OPRD1 inv	Pemphigus Ab inh	phage Ecoli inh	MOR-DOR ag	PKA-R1A activ	Mot1-301 SUMO	PfHsp90 yeast 2	HTR5A ag ctr	HTR5A inv ctr	E coli growth
> C/C=C(/C)C(=O)OC1c2c(ccc3ccc(=O)oc23)OC(C)(C)C1OC(C)=O (stereo not given)
→ 2.6	6	82	1.8	-1.1	-6	-11	28	-2	0	-0.8
> CCOC(=O)c1sc(NC(=O)CSc2nccn2C)nc1C
→ -2.7	9	.	0.4	-1.8	0	-3	0	1	-13	0.7
> O=C(CN(Cc1ccccc1F)C(=O)Cn1nnc(-c2cccs2)n1)NC1CCCCC1
→ 0.7	-7	109	3.2	1.2	10	.	.	3	-7	-1.1
> CCC1CCCCN1CCCNC(=O)c1csc2c1CCCCC2 (stereo not given)
→ 3.7	6	89	5.8	-1.2	-8	11	1	0	-14	-4.6
> CCN1CCC(NC(=O)Nc2cc(Cl)ccc2OC)CC1
→ 4.4	7	102	2.4	-1.5	-4	-3	-6	1	-3	1.5
> O=S(=O)(CCc1nc2ccccc2s1)c1ccc(Cl)cc1
→ 1.9	-1	102	0.4	0.1	-11	10	1	7	-34	0.9
> COc1ccccc1C(=O)c1cc2ccc(O)cc2oc1=O
→ 0.5	10	95	3.9	-1.9	0	4	13	-1	2	-0.7
> COc1ccc(C)cc1N(C(=O)COc1ccccc1)c1nc2ccccc2s1
→ -0.2	-6	130	4.8	1.1	-1	36	12	-1	6	-1.4
> Cc1c(NC(=O)Nc2ccc3c(c2)OCO3)c(=O)n(-c2ccccc2)n1C
→ 0.8	5	101	4.5	-0.9	-4	-9	-3	2	-11	-0.8
> COc1ccc(/C=C(\NC(=O)c2ccc([N+](=O)[O-])cc2)C(=O)NCCN2CCOCC2)cc1
→ 2.8	-20	115	1.6	2.4	-9	4	10	-1	2	-0.1
> COc1cc(CC(=O)Nc2cccc(C(F)(F)F)c2)cc(OC)c1OC
→ -2.9	5	93	2.5	-1.1	2	312	-22	1	-13	-0.8
> Cc1c(NC(=O)C2(c3ccccc3)CCCC2)c(=O)n(-c2ccccc2)n1C
→ 1.0	19	97	0.8	-3.4	5	9	8	-3	-3	-0.2
> CN(Cc1ccccc1)C(=O)c1ccccc1C(=O)OCC(=O)N(Cc1ccccc1)C(C)(C)C
→ 3.0	2	94	-0.3	-0.4	-3	-10	-11	2	0	3.8
> CS(=O)(=O)Nc1ccc(C(=O)Nc2ccccc2-c2ccccc2)cc1
→ -1.5	9	96	2.3	-1.8	-11	-7	-7	0	-2	1.3
> O=C(NNS(=O)(=O)c1ccccc1)c1ccc(F)cc1
→ 0.3	8	119	0.5	-1.5	-4	44	-6	0	1	0.2
> CC1Sc2ccc(S(=O)(=O)NCCc3ccc(S(N)(=O)=O)cc3)cc2NC1=O (stereo not given)
→ -0.3	11	105	1.2	-2.1	-8	-3	8	5	4	-2.9
> CN(CC(=O)Nc1ccc(Cl)c(Cl)c1)C(=O)C1CCCC1
→ -3.3	1	109	-0.5	-0.3	6	7	10	4	-8	-1.1
> CC(=O)Nc1ccc(-c2csc(NC(=O)C3CCN(S(=O)(=O)c4cccs4)CC3)n2)cc1
→ 4.2	-6	78	2.5	0.9	3	-18	3	0	0	-0.8
> CCCCCCCCn1c(=O)c(C(=O)OCC)c(O)c2ccccc21
→ 2.7	12	113	4.5	-2.3	-5	19	.	-6	13	1.3
> COc1ccccc1N1CC(C)C(=O)NC1=S (stereo not given)
→ 3.9	3	85	2.5	-0.4	-16	0	6	7	9	4.0
> CC(=O)Nc1ccc(S(=O)(=O)N(CCc2ccccc2)CC(=O)N/N=C/c2ccc(C(=O)O)cc2)cc1
→ 3.6	16	100	1.0	-3.0	-11	-16	23	-4	-15	2.7

Entries listed so far with a Cl atom (7):
The line under a structure holds: AddAB inh	OPRM1-OPRD1 inv	Pemphigus Ab inh	phage Ecoli inh	MOR-DOR ag	PKA-R1A activ	Mot1-301 SUMO	PfHsp90 yeast 2	HTR5A ag ctr	HTR5A inv ctr	E coli growth
> CCN(c1ccccc1)S(=O)(=O)c1ccc(Cl)c(NC(=O)Nc2ccc(Cl)cc2C#N)c1
→ 3.2	-12	95	3.6	2.7	0	-3	-8	7	-10	-0.2
> COc1cc(S(=O)(=O)Nc2cccc(C(=O)O)c2)c(OC)cc1Cl
→ 0.2	2	.	3.7	-0.4	3	9	14	2	-1	-2.5
> COc1ccc2c(c1)c(CC(=O)Nc1cccc(S(N)(=O)=O)c1)c(C)n2C(=O)c1ccc(Cl)cc1
→ -0.1	3	85	-2.8	-0.6	-13	-9	13	2	8	-0.2
> CCn1c(=O)n(CC)c2cc(NC(=O)c3ccccc3Cl)ccc21
→ 3.2	7	114	1.6	-1.4	1	406*	3	6	-15	0.9
> CCN1CCC(NC(=O)Nc2cc(Cl)ccc2OC)CC1
→ 4.4	7	102	2.4	-1.5	-4	-3	-6	1	-3	1.5
> O=S(=O)(CCc1nc2ccccc2s1)c1ccc(Cl)cc1
→ 1.9	-1	102	0.4	0.1	-11	10	1	7	-34	0.9
> CN(CC(=O)Nc1ccc(Cl)c(Cl)c1)C(=O)C1CCCC1
→ -3.3	1	109	-0.5	-0.3	6	7	10	4	-8	-1.1
